Bioassay records (PubChem BioAssay)
Cl transport mod – KCC2 (human) Cl- transport modulation. KCC2 cells, thallium flux FluoZin-2 fluorescence. Q9H2X9. AID 1456. 2.2% of 190,000 active. B-score of Tl+ flux slope (higher = more flux/activation; lower = inhibition) at 10 µM;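 active = thallium flux slope and its plate-corrected score both differing from the plate sample mean at a set confidence after two filtering rounds, in either direction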;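 also: slope of fluorescence scaled to starting intensity during 10 to 20 s after thallium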
Rad51 HR inh – Rad51 (human) homologous recombination inhibition; Q06609; hRad51 DNA strand exchange, fluorescence dequenching; inhibition, % at 10 µM; 0.085% of 200,000 active; AID 1385;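 active = inhibition above 40% at the single screening dose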;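 also: 0% = DMSO control wells and 100% = blanks with heterologous ssDNA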
Target sequence (Q06609 whole entry, looked up): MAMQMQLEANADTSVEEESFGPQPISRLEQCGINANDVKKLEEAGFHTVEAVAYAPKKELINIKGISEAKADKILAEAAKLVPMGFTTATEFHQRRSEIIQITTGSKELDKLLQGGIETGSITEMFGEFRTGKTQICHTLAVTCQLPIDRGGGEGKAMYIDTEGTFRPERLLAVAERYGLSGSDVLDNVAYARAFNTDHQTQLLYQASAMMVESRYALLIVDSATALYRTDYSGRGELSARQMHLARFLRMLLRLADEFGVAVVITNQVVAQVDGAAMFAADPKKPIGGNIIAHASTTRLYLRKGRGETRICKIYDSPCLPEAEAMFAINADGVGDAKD
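System: human Rad51 nucleoprotein filaments preassembled on unlabelled ssDNA. Reagent: labelled 47-mer dsDNA for strand exchange. Schedule: 30-min compound preincubation and 15-min exchange, both room temperature. Measured by: FRET fluorescence dequenching, excitation 485 nm, emission 520 nm. Read-out: Fluorescence-based percent inhibition, control- and blank-normalised. Benchmarks: plate controls and plate blanks.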
Mdm2 ligase inh – Mdm2 E3 ligase (human) inhibition | Q00987 | cell-based MDM2 ubiquitination luciferase reporter, 2 h; 0 = plate control, 100 = twice control, blank-subtracted | signal enhancement, % at 5 µM | 0.11% of 210,000 active | AID 1230;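 active = signal enhancement of 30% or more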;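 also: luminescence tracks abundance of the self-degrading MDM2-luciferase fusion protein; higher signal means inhibition of MDM2 E3 ligase activity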
Target sequence (Q00987 whole entry, looked up, the tested form may be a part): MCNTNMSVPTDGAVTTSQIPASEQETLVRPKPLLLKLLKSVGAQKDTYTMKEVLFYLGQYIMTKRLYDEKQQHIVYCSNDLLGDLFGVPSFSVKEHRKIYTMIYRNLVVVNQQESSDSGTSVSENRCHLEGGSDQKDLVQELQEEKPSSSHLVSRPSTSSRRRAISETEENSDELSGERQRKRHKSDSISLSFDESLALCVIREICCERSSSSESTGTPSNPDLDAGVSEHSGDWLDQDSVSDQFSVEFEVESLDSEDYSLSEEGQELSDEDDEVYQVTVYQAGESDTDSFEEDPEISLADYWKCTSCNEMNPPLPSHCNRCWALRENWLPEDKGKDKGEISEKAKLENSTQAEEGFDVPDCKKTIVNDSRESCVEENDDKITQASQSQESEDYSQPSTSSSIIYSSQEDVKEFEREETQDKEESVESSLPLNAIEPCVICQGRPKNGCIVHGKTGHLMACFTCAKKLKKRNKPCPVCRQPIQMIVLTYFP
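Test system: mammalian cells stably expressing self-ubiquitinating, self-degrading MDM2 E3–luciferase fusion; Amount: 2000 cells in each well; Medium: DMEM; Schedule: 4 h settle plus 2 h compound, 37 °C; Technique: SteadyLite luciferase luminescence after 15 min room-temperature reagent incubation; Benchmarks: plate control and blank wells.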
TNF death inh – inhibitors of TNF-alpha induced necroptosis in Jurkat FADD-/- cells; Jurkat FADD-/- TNF necroptosis rescue, ATP luminescence, 24 h; 0 = TNF only, 100 = no-TNF cells; activation (protection from cell death), % at 10 µM; 0.068% of 220,000 active; AID 463075;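 active = activation, meaning protection from cell death, of at least 50% relative to plate controls; inactive = activation below 50%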;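 also: necroptosis triggered by 40 ng/mL TNF-alpha added together with compound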
PERK inh – inhibitors of human PERK kinase | CHO PERK-DD fusion, SEAP luminescence translation reporter | inhibition, % at 5.6 µM | 0.17% of 220,000 active | AID 1416;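 active = inhibition above the mean inhibition of all tested compounds plus 3 SD, set separately per screening campaign, cut at about 2.9% in these data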;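 also: PERK kinase domain activated by AP20187 dimerizer at 100 nM; 0% = DMSO with dimerizer and 100% = rapamycin at 8.4 µM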
m-calpain inh – blocks pig calpain II enzyme activity. purified calpain II, fluorogenic peptide substrate, 30 min. inhibition, % at 16 µM. 0.37% of 220,000 active;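 active = inhibition above about 50%, limit read from the data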
zVAD death inh – blocks zVAD induced death of L929 cells; L929 zVAD necroptosis rescue, ATP luminescence, 24 h; with zVAD 60 µM; viability rescue, % at 10 µM; 0.38% of 220,000 active; AID 1377;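 active = activation, scaled between plate controls, above about 75%, limit read from the data; inactive = activation under that limit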;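 also: 0% = zVAD with DMSO and 100% = DMSO alone without zVAD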
EBV gp42 block – inhibitors of Epstein-Barr virus glycoprotein 42 | Fluorescence polarization binding assay, mP read-out | inhibition, % (tested at 21.74 µM) | 0.42% of 220,000 active | AID 1085; in the data active = inhibition above about 50%
Target sequence (Q1HVG2 whole entry, looked up): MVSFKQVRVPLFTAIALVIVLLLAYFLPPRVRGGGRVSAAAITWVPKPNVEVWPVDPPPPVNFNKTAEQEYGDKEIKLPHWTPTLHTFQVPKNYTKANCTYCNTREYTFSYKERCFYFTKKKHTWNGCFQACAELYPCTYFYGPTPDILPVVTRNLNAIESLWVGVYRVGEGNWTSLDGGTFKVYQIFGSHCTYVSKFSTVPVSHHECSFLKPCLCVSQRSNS
eIF4E-4G inh – blocks eIF4E binding to eIF4G | P63073+Q04637 | TR-FRET eIF4E-eIF4GI(517-606) binding, 2 h | inhibition, % at 21.7 µM | 0.37% of 220,000 active | AID 782;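 active = inhibition above about 30%, limit read from the data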;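 also: 0% = full FRET control wells and 100% = background wells lacking eIF4GI fragment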
Numbers without * were called inactive; i = inactive; nt = no result given; [ ] = another dose, or the depositor's remark.

Every second line gives: Cl transport mod	Rad51 HR inh	Mdm2 ligase inh	TNF death inh	PERK inh	m-calpain inh	zVAD death inh	EBV gp42 block	eIF4E-4G inh
CCn1ncc(Br)c1C(=O)Nc1cc(C(=O)OC)ccc1C(=O)OC
    -0.12	-1	-1	2.1	0.1	-68	1.8	2	-22[fluorescence artefact?]
CN(C)c1cccc(C(=O)OCC(=O)Nc2nccs2)c1
    0.39	-5	-8	2.0	0.7	-28	0.2	18	7
CCOc1cc(S(=O)(=O)Nc2ccc(Cl)cn2)ccc1F
    -1.5	nt	-16	-0.9	0.9	23	0.1	-18	-6
Cc1nc2[nH]c(=S)n(C)c(=O)c2nc1C
    -0.017	nt	-6	0.1	0.7	1	-0.2	-11	4
Cn1nc([N+](=O)[O-])nc1N1CCN(c2ccc(F)cc2)CC1
    -0.58	-11	-12	0.5	2.6	-46	0.5	-9	-10[fluorescence artefact?]
CC(C)NC(=O)CSc1nc(N)c(NC(=O)c2ccccc2F)c(=O)[nH]1
    0.088	7	-19	0.4	0.2	21	0.5	-6	-16
O=C(Nc1cccc(F)c1)c1cc(S(=O)(=O)NCCC2=CCCCC2)ccc1F
    1.2	2	0	0.3	0.6	38	4.6	3	5
NC(=O)C1CCN(C(=O)c2ccc(NC3=NC4CS(=O)(=O)CC4S3)cc2)CC1 (centres undefined)
    -0.73	-4	-11	0.1	1.2	-24	-0.1	-9	-2[fluorescence artefact?]
O=C(CSc1nnc(CNc2ccc(Cl)cc2)n1Cc1ccccc1)NCc1ccco1
    -0.55	8	-3	1.0	0.9	24	-1.1	-17	-1
O=C(CN1CCc2ccccc2C1)Nc1ccccc1N1CCCCCC1
    -0.4	0	-14	-5.3	-0.1	33	0.1	8	7
COc1ccc(C(C(=O)NCc2ccccc2)N(Cc2cccs2)C(=O)c2cnccn2)cc1 (centres undefined)
    -0.8	-2	-16	-11	-0.7	-20	0.2	-10	-2
CCCCCCCC(=O)N/N=C/c1ccco1
    -0.6	-4	2	-0.5	2.1	-14	0.2	-7	-2
Clc1ccc(OCc2nn3c(-c4ccncc4)nnc3s2)cc1
    -1.4	-4	-12	-2.7	0.0	-10	-0.3	-13	1
COc1cc(OC)c(C(=O)/C=C/c2ccccc2)c(O)c1O
    -1.5*	2	-13	-5.8	nt	6	1.4	-10	-12
COc1ccc(CCN(Cc2cc3ccc(C)cc3n3nnnc23)C(C)=O)cc1OC
    -0.04	20	-11	-0.5	0.2	21	0.0	7	0

Record cards, from the list above. Order of values: Cl transport mod, Rad51 HR inh, Mdm2 ligase inh, TNF death inh, PERK inh, m-calpain inh, zVAD death inh, EBV gp42 block, eIF4E-4G inh
Shown for `Cn1nc([N+](=O)[O-])nc1N1CCN(c2ccc(F)cc2)CC1` → -0.58, -11, -12, 0.5, 2.6, -46, 0.5, -9, -10[fluorescence artefact?]
Shown for `O=C(CN1CCc2ccccc2C1)Nc1ccccc1N1CCCCCC1` → -0.4, 0, -14, -5.3, -0.1, 33, 0.1, 8, 7

Later entries:
Every second line gives: Cl transport mod	Rad51 HR inh	Mdm2 ligase inh	TNF death inh	PERK inh	m-calpain inh	zVAD death inh	EBV gp42 block	eIF4E-4G inh
COc1cc(/C=N/Nc2nncn2/N=C/c2ccc(O)c(OC)c2)ccc1O
    -1.4	6	-28	-14	0.4	-23	11	-15	3
O=C(c1ccc(Cl)c(S(=O)(=O)N2CCOCC2)c1)N(c1ccccn1)C1CCCCC1
    0.49	13	-1	0.0	0.2	-17	-0.6	-1	-2
CC(C)(C)c1ccc(C(=O)Nc2ccc(CN3CCS(=O)(=O)CC3)cc2)cc1
    -0.24	15	-29	-23	-1.8	-39	62	-2	-4
Cc1noc(C)c1S(=O)(=O)Nc1ccc(O)c2c(=O)cc(-c3ccccc3Cl)oc12
    -2.6	6	13	-0.3	nt	-10	0.2	-16	-4
COc1ccc(NC(=O)c2cnc(C)cn2)cc1-n1cnnn1
    -0.91	-1	2	-0.4	1.1	-19	0.2	-4	10
O=[N+]([O-])c1ccc(-c2ncc(-c3ccc(Br)cc3)o2)cc1
    0.65	-6	-5	-0.2	0.1	-51	0.9	-15	1
O=C(Nc1ncc(Cc2ccc(C(F)(F)F)cc2)s1)c1ccc(-c2cccc([N+](=O)[O-])c2)o1
    -0.58	-7	-10	1.2	0.8	5	0.1	-10	1
NS(=O)(=O)c1ccc(CCNC(=O)NC2(C(F)(F)F)Oc3ccccc3O2)cc1
    -0.0055	3	-7	-6.9	0.3	22	2.1	3	5
C=CCS/C(=N\n1cnc2ccccc2c1=O)N(CC)CC
    -0.11	2	-12	-0.2	-0.5	24	-0.7	0	3
COC(=O)CC1COc2ccccc2N1C(=O)c1ccc(Cl)cc1 (centres undefined)
    nt	9	-15	-3.5	0.5	-8	-0.4	-27	-4
CCc1ccc(-c2csc(NC(=O)COC(=O)CCc3nc4ccccc4s3)n2)cc1
    0.25	-3	-19	0.2	1.5	6	0.9	-22	-1
COc1ccc(N2CCN(CC(=O)N3CCC(C)CC3)CC2)cc1
    1.4	4	-12	-4.1	-0.7	-12	-0.2	-13	-4
COc1cc(/C=N/NC(=O)c2ccc(F)cc2)ccc1OC(=O)c1ccco1
    0.34	4	2	0.8	0.1	4	0.2	-1	8
COc1ccc2[nH]c(=O)c(CN(Cc3ccco3)C(=O)c3ccccc3)cc2c1
    -0.34	-6	-6	-1.6	-1.1	-126	0.3	-18	1
N/C(=N\OC(=O)/C=C/c1ccccc1Cl)c1cccnc1
    0.55	nt	-4	-0.8	0.1	1	0.1	0	3

4 compounds already listed, sorted by the number in Mdm2 ligase inh, lowest first.
molecule,Mdm2 ligase inh
COc1cc(/C=N/Nc2nncn2/N=C/c2ccc(O)c(OC)c2)ccc1O,-28
C=CCS/C(=N\n1cnc2ccccc2c1=O)N(CC)CC,-12
COc1ccc(CCN(Cc2cc3ccc(C)cc3n3nnnc23)C(C)=O)cc1OC,-11
Cc1nc2[nH]c(=S)n(C)c(=O)c2nc1C,-6

Two entries from above, with bars between the fields.
Compound | Cl transport mod | Rad51 HR inh | Mdm2 ligase inh | TNF death inh | PERK inh | m-calpain inh | zVAD death inh | EBV gp42 block | eIF4E-4G inh
Cc1noc(C)c1S(=O)(=O)Nc1ccc(O)c2c(=O)cc(-c3ccccc3Cl)oc12 | -2.6 | 6 | 13 | -0.3 | nt | -10 | 0.2 | -16 | -4
COC(=O)CC1COc2ccccc2N1C(=O)c1ccc(Cl)cc1 (centres undefined) | nt | 9 | -15 | -3.5 | 0.5 | -8 | -0.4 | -27 | -4

(next part)
Every second line gives: Cl transport mod	Rad51 HR inh	Mdm2 ligase inh	TNF death inh	PERK inh	m-calpain inh	zVAD death inh	EBV gp42 block	eIF4E-4G inh
O=C1C2=C(Nc3ccccc3SC2c2ccco2)c2ccccc21 (centres undefined)
    -2.2	4	-33	-5.9	-0.4	13	0.8	0	-6[fluorescence artefact?]
O=[N+]([O-])c1ccc(-c2c(O)c3ccccc3c3nc4ccccc4nc23)cc1
    0.062	18	-12	-3.7	1.3	-45	2.2	-9	-1
COc1cc2ccccc2cc1C(=O)NC(=S)Nc1cc(C(=O)O)ccc1C
    -7*	-4	-6	-1.8	0.1	-4	0.9	9	4
CCS(=O)(=O)N1CCCC(C(=O)NCCCOC(C)C)C1 (centres undefined)
    nt	3	-13	0.0	-0.4	3	1.3	0	4
COc1ccc2c(c1)-c1nc(/N=C/c3ccccc3O)sc1CC2
    -0.47	1	-8	-4.9	0.5	-16	1.5	-10	-3
O=C(N/N=C/c1c(-c2ccccc2)[nH]c2ccccc12)c1cccnc1
    0.04	nt	nt	-3.9	1.1	-4	3.0	1	2
Cn1c(C(=O)N2CCN(C(=O)c3ccco3)CC2)cc2c(=O)n3ccccc3nc21
    nt	-8	-9	-1.5	-1.1	i	-0.2	-3	-14
O=C(CNC(=O)c1ccco1)Nc1ccc(F)cc1
    -0.051	10	0	-0.3	1.9	-17	1.9	5	3
COc1ccccc1NC(=S)NCc1cccnc1
    -0.16	-2	-5	0.8	0.1	-17	1.7	5	0
COc1ccc(C(=O)NC(=S)Nc2ccc(Cl)c(C(=O)O)c2)cc1
    1.8	-8	-18	0.3	-0.1	32	1.1	0	-3
Cc1cc(C)c(C#N)c(SCc2cn3ccccc3n2)n1
    -1.1	-1	7	2.8	-1.1	24	0.3	-6	-11
O=C(c1cccs1)N(Cc1nc2sc3c(c2c(=O)[nH]1)CCCC3)C1CCCC1
    -0.14	3	-9	-1.5	-1.8	-115	0.2	-7	-6
Cc1nc2ccc(S(=O)(=O)NC(C(=O)N3CCCC3)C(C)C)cc2s1 (centres undefined)
    0.44	1	-14	0.3	0.1	-6	-0.5	6	6[fluorescence artefact?]
CN(C)C(CNc1ncnc2sccc12)c1cccs1 (centres undefined)
    1.1	20	-19	0.2	0.4	-12	-0.9	-12	-8
CCOC(=O)N1CCN(C(=O)C2CCN(S(=O)(=O)N3CCCC3)CC2)CC1
    nt	-3	-11	1.2	0.3	-28	0.5	-9	3
COC(CC(=O)NNC(=S)Nc1ccccc1)OC
    -0.12	19	-6	-0.2	1.8	-29	0.9	-30	0
Cc1nc2c3ccccc3n(CC(=O)c3ccc(F)cc3)c(=O)n2n1
    nt	3	-15	-0.6	0.1	10	-0.2	-13	-8[fluorescence artefact?]
CC1(C)OC(=O)C(=CNCCc2ccc(O)cc2)C(=O)O1
    0.0082	-1	-13	0.8	0.0	13	1.8	3	-1
Cc1cc(C)c2[nH]c(=O)c(CN(Cc3cccs3)C(=S)NCc3ccco3)cc2c1
    0.97	1	4	5.8	-0.4	-40	2.6	-14	-2
CC(=O)c1cccc(NC(=O)Cc2coc3cc4c(cc23)CCC4)c1
    -0.015	12	4	0.5	0.1	18	-0.4	11	-6
CCOc1ccc2c(O)csc2c1
    0.4	4	5	-0.9	0.9	-36	-0.1	-1	1
Oc1csc(Cc2nc(-c3ccc4ccccc4c3)cs2)n1
    nt	-4	-11	-0.6	-1.1	-2	0.3	-17	0
CC1CCCN(C(=O)C(C)Sc2nc(-c3ccccc3)cc(C(F)(F)F)n2)C1 (centres undefined)
    nt	-5	-4	0.5	-1.1	4	-0.1	4	-3
CCN(CC)C(=S)Oc1ccc(Cl)cc1Cl
    -0.57	-7	-15	-2.5	0.2	-6	0.2	-11	5
CCOCCN(C(=O)c1ccccc1Cl)c1ccccc1
    -0.64	0	-5	2.2	0.4	-12	1.1	-2	-7
c1ccc(C[n+]2c(-c3ccccc3)csc2Nc2ccccc2)cc1
    0.5	5	-14	0.8	1.3	4	-0.3	-13	6
CC1=CC(C)(C)N2C(=O)C3(C(C#N)=C(N)OC4=C3C(=O)CCC4)c3c(C)c(C)cc1c32 (centres undefined)
    -0.014	-7	-13	-1.9	1.9	-2	-0.3	-26	-9
O=C(NCCc1ccncc1)C12CC3CC(CC(C3)C1)C2
    nt	-1	-3	0.2	0.9	-2	0.1	-15	1

Structures above that contain bromine (two):
Every second line gives: Cl transport mod	Rad51 HR inh	Mdm2 ligase inh	TNF death inh	PERK inh	m-calpain inh	zVAD death inh	EBV gp42 block	eIF4E-4G inh
CCn1ncc(Br)c1C(=O)Nc1cc(C(=O)OC)ccc1C(=O)OC
    -0.12	-1	-1	2.1	0.1	-68	1.8	2	-22[fluorescence artefact?]
O=[N+]([O-])c1ccc(-c2ncc(-c3ccc(Br)cc3)o2)cc1
    0.65	-6	-5	-0.2	0.1	-51	0.9	-15	1
